TLR9-MyD88 inh: blocks human TLR9 binding to MyD88; inhibition, % at 4.98 µM; Q9NR96+Q99836; CHO BLA complementation TLR9-MyD88, CCF4 FRET ratio; AID 504734; 340,000 tested, 0.21% active;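 active = inhibition above the mean over all tested compounds plus 3 SD, cut at about 21% in these data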;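 also: 0% = DMSO only wells and 100% = clavulanate BLA inhibitor control wells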
TRAIL sens C8: caspase-8 TRAIL sensitization | 360,000 tested, 1% active | NB7+C8 cells + TRAIL, ATPlite viability luminescence | inhibition (viability loss, TRAIL sensitization), % at 10 µM;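 active = compounds causing at least 50% loss of cell viability in the single-dose screen, relative to plate controls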
NOD2-RIPK2 inh: blocks binding of human NOD2 to RIPK2; 360,000 tested, 0.38% active; inhibition, % at 4.98 µM; CHO BLA complementation NOD2-RIPK2, CCF4 ratio; AID 624267; in the data active = inhibition above about 21%;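 also: 0% = vehicle only and 100% = reference blocker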
Target sequence (O43353 whole entry, looked up): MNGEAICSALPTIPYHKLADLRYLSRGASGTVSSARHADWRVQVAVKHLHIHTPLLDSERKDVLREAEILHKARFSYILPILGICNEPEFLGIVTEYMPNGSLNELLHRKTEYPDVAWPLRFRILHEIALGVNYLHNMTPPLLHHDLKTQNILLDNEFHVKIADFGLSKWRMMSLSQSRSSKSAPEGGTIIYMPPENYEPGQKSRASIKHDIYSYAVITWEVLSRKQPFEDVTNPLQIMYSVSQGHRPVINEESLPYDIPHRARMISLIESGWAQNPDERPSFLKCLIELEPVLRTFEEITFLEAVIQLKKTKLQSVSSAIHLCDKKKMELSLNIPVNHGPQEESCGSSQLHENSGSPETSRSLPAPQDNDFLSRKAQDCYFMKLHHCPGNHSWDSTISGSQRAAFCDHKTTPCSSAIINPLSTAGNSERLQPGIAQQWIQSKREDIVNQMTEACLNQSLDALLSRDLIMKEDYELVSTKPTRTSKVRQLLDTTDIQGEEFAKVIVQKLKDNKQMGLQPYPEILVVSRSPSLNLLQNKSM
LMP1 NFkB inh: Epstein-Barr LMP1 NF-kappaB reporter inhibition; LMP1-induced NF-kappaB luciferase reporter cells, luminescence; inhibition, % at 12.5 µM; 350,000 tested, 0.69% active; AID 504558; in the data active = inhibition above about 41%;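 also: 0% = neutral control wells and 100% = reference inhibitor control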
TWEAK Fn14 block: inhibitors of TWEAK-Fn14 interaction signaling | TWEAK-stimulated Fn14 reporter cells, luciferase luminescence, 8 h | inhibition, % at 10 µM | 360,000 tested, 2% active | AID 1159606; in the data active = inhibition above about 50%
NR5A2 inv ag: inverse agonists of human LRH-1 (NR5A2); HEK293T StAR-luciferase reporter, LRH-1 transfected, 24 h; inhibition, % at 3.6 µM; AID 602396; 360,000 tested, 0.13% active; O00482;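 active = inhibition above the mean inhibition of all tested compounds plus 3 SD, cut at about 73% in these data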;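 also: 0% = DMSO wells and 100% = reporter-only cells lacking LRH-1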
NCOA2 inhibitor: inhibits human steroid receptor coactivator 2; Q15596; HEK293 GAL4-SRC2 luciferase reporter, luminescence; inhibition, % at 9 µM; 370,000 tested, 0.17% active;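 active = inhibition above the mean inhibition of all tested compounds plus 3 SD, set per campaign, cut at about 52% in these data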;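 also: 0% = DMSO treated cells and 100% = cells given Gossypol at 36 µM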
TROY NFkB inh: blocks TROY-dependent signaling in reporter cells | Q293 LMP1-TROYcd NF-kB luciferase reporter, 4 h | inhibition, % at 10 µM | 360,000 tested, 0.98% active;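 active = compounds whose plate-normalised and pattern-corrected inhibition of the luciferase reporter signal at the single screening dose is 50% or more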
SRC3 inh: inhibitors of human steroid receptor coactivator 3 (SRC3); inhibition, % at 3.6 µM; Q9Y6Q9; 360,000 tested, 0.17% active; HEK293 GAL4-SRC3 luciferase reporter, luminescence; AID 588352;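 active = inhibition above a per-campaign cutoff, the mean of all compounds plus 3 SD, cut at about 60% in these data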;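 also: 0% = DMSO-treated cells and 100% = gossypol-treated cells at 36 µM; higher means less SRC3-driven luciferase light from the GAL4 reporter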
NR2F2 inh: NR2F2 (human) inhibition, primary screen | P24468 | HEK293T NGFI-A luciferase reporter, luminescence | inhibition, % at 8.6 µM | 370,000 tested, 0.7% active | AID 686940;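 active = inhibition above a per-plate cutoff, mean inhibition of test wells between control levels plus 3 SD, cut at about 38% in these data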;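 also: cells cotransfected with COUP-TFII expression vector driving the NGFI-A reporter; 0% = median of COUP-TF2 test wells and 100% = reporter-only cells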
Target sequence (P24468 whole entry, looked up): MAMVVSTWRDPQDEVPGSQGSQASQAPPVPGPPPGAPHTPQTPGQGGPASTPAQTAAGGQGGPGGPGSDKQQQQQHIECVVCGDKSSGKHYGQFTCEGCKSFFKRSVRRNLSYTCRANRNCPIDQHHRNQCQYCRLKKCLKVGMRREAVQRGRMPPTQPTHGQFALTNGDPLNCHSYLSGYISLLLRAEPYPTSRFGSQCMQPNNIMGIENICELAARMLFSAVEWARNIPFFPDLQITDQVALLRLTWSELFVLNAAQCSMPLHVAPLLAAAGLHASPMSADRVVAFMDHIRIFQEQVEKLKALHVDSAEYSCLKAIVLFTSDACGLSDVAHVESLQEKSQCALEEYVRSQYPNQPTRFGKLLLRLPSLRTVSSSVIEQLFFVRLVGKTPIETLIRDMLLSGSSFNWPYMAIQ
SRC1 inh: inhibits human SRC1 coactivator; HEK293 GAL4-SRC1 luciferase reporter, luminescence; 360,000 tested, 0.12% active; Q15788; AID 588354; inhibition, % at 3.6 µM;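 active = inhibition above the campaign mean plus 3 SD, with each screening campaign given its own cutoff, cut at about 60% in these data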;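 also: 0% = DMSO treated cells and 100% = gossypol at 36 µM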
* marks the source's active call; other numbers are inactive results; x = not tested or not shown. An excerpt; the hit share may differ from the screen's.

Each structure is followed by: TLR9-MyD88 inh, TRAIL sens C8, NOD2-RIPK2 inh, LMP1 NFkB inh, TWEAK Fn14 block, NR5A2 inv ag, NCOA2 inhibitor, TROY NFkB inh, SRC3 inh, NR2F2 inh, SRC1 inh
> COc1ccc(CCCC(=O)N/N=C\c2cccs2)cc1
  5, -1, -1, -4, 1, 14, 10, -22, 16, 27, -4
> Nc1cccc(S(=O)(=O)Nc2ccccc2)c1
  -12, -5, 15, -6, 5, -2, -4, -11, 7, 25, 6
> c1ccc(CC2CCN(c3nc4ccccc4n4nnnc34)CC2)cc1
  0, 11, -8, 6, 4, 5, -66, -31, -4, 1, 1
> CC1(Cc2cccc(F)c2)C(=O)Nc2ccc(S(=O)(=O)NC3CCCCC3)cc21 (stereo not drawn)
  x, 8, 2, x, 15, 18, 3, 5, 12, -13, 9
> CCOc1cccc2cc(-c3nnc(NCc4ccco4)s3)c(=O)oc12
  15, 55*, 2, -16, 45, -77, -61, -20, -43, -8, -48
> C=CCOc1ccc(/C(O)=C2\C(=O)C(=O)N(CCCOC)C2c2ccncc2)cc1 (stereo not drawn)
  6, -11, -9, 3, 4, 11, -8, 11, -15, 0, -14
> CCc1nc2c(s1)CCc1onc(-c3ccc(Cl)cc3)c1-2
  -1, 10, -6, -6, 9, 16, -6, -8, 11, 12, -2
> Cc1cccc(NC(=O)CNC(=O)COC(=O)C2CC2C)c1C (stereo not drawn)
  -1, -11, 5, 0, 1, 5, -27, 2, 17, 6, -2
> Nc1nc(CCl)nc(Nc2cccc3ccccc23)n1
  x, 95*, -2, x, 23, 32, 44, 6, 55, -1, 34
> COc1ccc2cc(C3NC(=O)c4ccccc4N3)c(Cl)nc2c1 (stereo not drawn)
  3, -7, 3, 2, -12, -2, -36, -9, 13, -13, -9
> Cc1ccc(S(=O)(=O)N(C(=O)c2ccncc2)c2ccc(OC(=O)c3ccncc3)c3ccccc23)cc1
  14, -9, 7, 5, 39, 24, 0, 22, 5, 12, 14
> N#Cc1c(N)nc2c(c1-c1ccc3c(c1)OCO3)CCc1ccccc1-2
  -16, 7, 3, 12, 29, -9, -12, 0, 15, -36, -2
> COc1ccc(-c2nc(-c3ccc(Br)o3)no2)cc1
  10, 41, -7, -48, 34, -48, -51, -27, -101, -33, -89
> Cc1ccc(C)c(NC(=S)N2CCC(c3nc4ccccc4s3)CC2)c1
  9, 15, 2, 6, -6, 7, 16, 21, 5, 5, -18
> CC(C)Nc1cc(C(C)(C)C)nc2c(-c3ccccc3)cnn12
  5, 10, -2, -60, -8, -99, -137, 13, -29, -28, -74
> O=C(Nc1ccc2c(c1)CCC2)Nc1ccc(F)cc1F
  -3, 16, -9, -23, -51, -91, -31, -50, -54, -18, -67
> O=C(NC1CCCCC1)N1CCC(c2nc3ccccc3[nH]2)CC1
  2, -7, -4, 4, -3, 5, -5, -9, -7, 0, -9
> COc1ccc(-n2c(NNC(C)=O)nc3sc4c(c3c2=O)CCCC4)cc1
  0, -4, 8, 5, 10, 7, -22, -3, 28, 1, 25
> Cc1nc2ccccc2n1C(=O)N(C)C
  1, -1, -17, 7, 7, 6, 11, -8, 2, 13, -2
> COc1ccc(NC(=O)CN(C)C(=O)Cn2cnc3c2c(=O)n(C)c(=O)n3C)cc1
  2, -3, -4, -5, 7, -17, 4, 5, -1, -4, -5

Entries listed so far that have a furan ring, fused or not, in the order listed:
Each structure is followed by: TLR9-MyD88 inh, TRAIL sens C8, NOD2-RIPK2 inh, LMP1 NFkB inh, TWEAK Fn14 block, NR5A2 inv ag, NCOA2 inhibitor, TROY NFkB inh, SRC3 inh, NR2F2 inh, SRC1 inh
> CCOc1cccc2cc(-c3nnc(NCc4ccco4)s3)c(=O)oc12
  15, 55*, 2, -16, 45, -77, -61, -20, -43, -8, -48
> COc1ccc(-c2nc(-c3ccc(Br)o3)no2)cc1
  10, 41, -7, -48, 34, -48, -51, -27, -101, -33, -89

(list continues)
Each structure is followed by: TLR9-MyD88 inh, TRAIL sens C8, NOD2-RIPK2 inh, LMP1 NFkB inh, TWEAK Fn14 block, NR5A2 inv ag, NCOA2 inhibitor, TROY NFkB inh, SRC3 inh, NR2F2 inh, SRC1 inh
> CC1Cc2ccccc2N1C(=O)COC(=O)C1(c2ccccc2F)CCCC1 (stereo not drawn)
  2, 8, 8, -10, 30, 5, -27, 0, 1, -2, -5
> CCc1ccc(CN2CCC(n3nccc3NC(=O)c3ccccc3Cl)CC2)cc1
  -16, 9, 0, 0, 0, 23, 14, -4, 14, 6, -12
> COc1cc(C(=O)NC23CC4CC(CC(C4)C2)C3)cc(OC)c1OC
  3, -5, 8, -9, -5, 7, -21, 28, -1, 14, 8
> Cc1ccccc1/C=N/N1CCN(c2ccccc2)CC1
  8, 4, 6, -11, -27, -48, -33, -58, -17, -31, -20
> CC(=O)c1ccc(NC(=O)COC(=O)Cn2cnc3ccccc32)cc1
  1, -25, -2, 1, 6, 0, -19, 2, 22, -31, -20
> CCC(C)C(CO)NCCCn1cnc(C(=O)Nc2ccc(C)c(C)c2)n1 (stereo not drawn)
  6, 6, 6, -2, 13, -1, 2, -4, -8, -9, 8
> CC(=O)c1c(C)[nH]c(C(=O)CN2C(=O)NC(CCc3ccccc3)C2=O)c1C (stereo not drawn)
  -7, -12, 0, -8, 18, -9, 1, 15, 17, 17, -12
> Brc1ccc(C2=Nc3ccccc3C(c3ccncc3)=NN2)cc1
  3, 2, -3, -3, 8, 3, 12, 6, 10, 0, 18
> O=S(=O)(NN=C(c1ccccc1)c1ccccc1)c1ccccc1
  -9, 6, 1, -1, 6, 1, -22, -15, 8, 8, 5
> COc1ccc(NC(=O)NNC(=O)CCC(=O)Nc2ccccc2Cl)cc1
  6, -5, 1, -2, -3, 12, 0, -32, 8, 21, -5
> CC1=C(C(=O)N(C(C)C)C(C)C)CC(CC(=O)NCc2ccco2)C(=O)N1Cc1ccc(C(C)(C)C)cc1 (stereo not drawn)
  x, -6, 14, x, -5, 2, 18, 7, 19, 0, 8
> CCOc1ccccc1NC(=O)CCn1cccc1
  2, -1, -5, -4, -7, 13, -12, -9, 15, -14, 7
> Cc1ccc(NC(=O)c2cccc3c2C(=O)N(C2CCCCC2)C3)cc1
  -1, -1, -8, 6, 16, 5, 26, -38, 8, -14, 7
> COc1cc(C)c(/C=C/C(C)=C/C=C/C(C)=C/C(=O)O)c(C)c1C
  -7, 25, -18, -1, 16, -16, 8, 33, -18, -17, -2
> Oc1ccc(N2CCN(C(c3ccccn3)c3nnnn3C3CCCC3)CC2)cc1 (stereo not drawn)
  4, 6, 2, 0, 2, 18, 13, -10, -4, 15, -5
> CCC(C)(C)n1nnnc1C(c1ccccc1OC)N1CCSCC1 (stereo not drawn)
  -2, -9, -6, -2, -2, 6, 13, -10, 3, -10, 3
> COc1cccc(CNC(=O)COc2ccc(C(=O)c3ccccc3)cc2)c1
  -2, 6, -6, -4, -5, 14, 10, 5, 8, -2, -21
> COc1cc(/C=C/C(=O)OCC(=O)NCC2CCCO2)ccc1OCC#N (stereo not drawn)
  6, -22, 1, 5, -14, 1, 0, 5, 9, -2, -5
> Cc1ccnc(Sc2ccc([N+](=O)[O-])cn2)n1
  2, -9, -17, -13, -15, -50, 9, -30, -13, -5, -21
> CCCCn1nnnc1SCC(=O)Nc1sc2c(c1C#N)CCCC2
  12, 9, -2, 5, -5, 22, -33, 13, -4, 17, 2
> O=C(O)c1csc(-n2nc(-c3ccccc3)cc2C(F)(F)F)n1
  3, -2, -4, 3, 15, 21, -21, -5, 2, -3, 12
> Cc1c(C)n(O)c2ccc3nonc3c12
  -6, -7, 4, 3, 12, -7, 16, 9, 19, 12, 13
> N#Cc1ccc(-c2nc3ccc(Cl)cn3c2Cc2cccc(Cl)c2)cc1
  x, 9, -5, x, -40, -46, -10, 2, 16, -15, -11
> CCC(C)c1ccccc1NC(=O)COc1ccc(-c2nnco2)cc1 (stereo not drawn)
  -4, -10, -10, -4, 3, -44, -1, 4, 0, 5, -2
> Cc1cc(C)c2[nH]c(=O)c(CN(Cc3ccco3)C(=O)C3CCCO3)cc2c1 (stereo not drawn)
  -2, -11, -1, 3, 5, 9, 2, -17, 7, 1, 7
> Cc1ccc(Nc2oc(C)nc2C#N)cc1
  5, -4, -10, -1, -26, -45, -32, -73, -23, -21, -11
> CCCCN(C(C)=O)c1c(CC)nc2ccc(C(=O)NCc3cccs3)cn12
  x, 3, 8, x, 9, -8, -22, -5, -9, 5, 11
> COc1cc([N+](=O)[O-])cc(/C=N/NC(=O)c2ccc(NC(=O)c3ccc(C)cc3)cc2)c1O
  13, 21, 0, -5, 70*, 4, -15, -1, -2, -4, -21
> CCNc1nc(NCC)nc(OCCOC(=O)c2ccccc2)n1
  1, -1, -7, 3, 13, -4, -12, 14, 13, 19, -17
> Cc1ccc(C)c(OCCCC(=O)O)c1
  -10, -7, 7, 5, 5, -14, 3, -4, -19, 5, 2
> CCCn1c(SCC(=O)Nc2ccc3c(c2)OCCO3)nnc1-c1ccco1
  4, 7, -1, 1, 13, 5, -10, -12, 18, -14, -4
> COC(=O)CCC(=O)Nc1ccccc1C(N)=O
  4, -8, 6, -3, -7, 2, 1, -2, 4, 8, -7
> Cc1cccc(C(=O)Nc2ccnc(-c3ccncc3)n2)c1
  -4, 1, -8, 9, -6, 2, 6, -13, 7, -12, 1
> CCOc1cc(/C=C2\C(=O)N(Cc3ccco3)C(C)=C2C(=O)OC)ccc1O
  3, -6, -1, -52, -6, 6, -4, 0, 11, -13, -12
> CNC(=S)NNC(=O)c1cccn(Cc2ccc(Cl)c(Cl)c2)c1=O
  0, 4, -9, -2, 4, -4, -10, -13, 17, -11, 0
> O=C1CSC(c2ccncc2)N1Cc1ccco1 (stereo not drawn)
  6, 2, -9, -6, 14, -4, 14, -2, 7, -6, -17

In the list so far, 7 have a Cl atom:
Each structure is followed by: TLR9-MyD88 inh, TRAIL sens C8, NOD2-RIPK2 inh, LMP1 NFkB inh, TWEAK Fn14 block, NR5A2 inv ag, NCOA2 inhibitor, TROY NFkB inh, SRC3 inh, NR2F2 inh, SRC1 inh
> CCc1nc2c(s1)CCc1onc(-c3ccc(Cl)cc3)c1-2
  -1, 10, -6, -6, 9, 16, -6, -8, 11, 12, -2
> Nc1nc(CCl)nc(Nc2cccc3ccccc23)n1
  x, 95*, -2, x, 23, 32, 44, 6, 55, -1, 34
> COc1ccc2cc(C3NC(=O)c4ccccc4N3)c(Cl)nc2c1 (stereo not drawn)
  3, -7, 3, 2, -12, -2, -36, -9, 13, -13, -9
> CCc1ccc(CN2CCC(n3nccc3NC(=O)c3ccccc3Cl)CC2)cc1
  -16, 9, 0, 0, 0, 23, 14, -4, 14, 6, -12
> COc1ccc(NC(=O)NNC(=O)CCC(=O)Nc2ccccc2Cl)cc1
  6, -5, 1, -2, -3, 12, 0, -32, 8, 21, -5
> N#Cc1ccc(-c2nc3ccc(Cl)cn3c2Cc2cccc(Cl)c2)cc1
  x, 9, -5, x, -40, -46, -10, 2, 16, -15, -11
> CNC(=S)NNC(=O)c1cccn(Cc2ccc(Cl)c(Cl)c2)c1=O
  0, 4, -9, -2, 4, -4, -10, -13, 17, -11, 0
